PLAP inhibitors HTS – inhibition of human placental alkaline phosphatase – biochemical, luminescence, HTS (AID 690) | one-dose inhibition, % at 20 µM; IC50 in µM for titrated hits | purified PLAP, luminescent substrate; higher % means a stronger effect | 96,000 compounds, 0.08% hits; in the data active = a potency from the dose series; inactive = the rest, 99 in 100 with inhibition below about 30%; note: strong numbers were not always called active
NFkB transloc inh – blocks IL-1B driven NFkB nuclear translocation in HUVEC cells; 94,000 compounds, 0.43% hits; HUVEC IL-1B NFkB p65 nuclear translocation imaging; inhibition, % at 2 µM;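 active = inhibition above about 30% together with a positive call from visual inspection of the well image, limit read from the data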;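 note: nuclear over cytoplasmic p65 intensity ratio measured by imaging; 0% = IL-1B stimulated DMSO wells and 100% = unstimulated DMSO wells; values of inactives mirror those of a sister screen read the other way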
NFkB transloc pot – enhances IL-1B driven NFkB nuclear translocation; HUVEC IL-1B NFkB p65 nuclear translocation imaging; activation, % at 2 µM; 94,000 compounds, 0.3% hits; AID 819;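 active = activation above 40%, about the mean plus 3 SD, also judged a hit on visual image review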;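 note: percent activation is computed from the nuclear over cytoplasmic p65 intensity ratio; values of inactives mirror those of a sister screen read the other way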
MRP reversal – MRP-mediated drug resistance reversal. 85,000 compounds, 0.04% hits. H69AR cells + 2 uM doxorubicin, CellTiter-Glo, 72 h. differential viability (reversal), % at 10 µM;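 active = viability drop by adding the cancer drug above about 55%, with treated viability meeting a 40% cutoff, limit read from the data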;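 note: viability without doxorubicin minus viability with 2 µM doxorubicin for each compound; larger differential means the compound sensitizes cells more to doxorubicin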
Bcl-B TR3 displacers – displacers of TR3 peptide from Bcl-B, primary screen, selectivity assay for Bfl-1 inhibitor project, biochemical, fluorescence polarization; FP displacement of FITC-TR3 peptide from Bcl-B; higher % means a stronger effect; displacement, % at 20 µM; hits with a dose series show IC50 in µM; 96,000 compounds, 0.11% hits;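 active = displacement above 50% at 20 µM plus a fluorescence interference ratio under 1.5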;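 note: plate controls were wells without compound for no effect and wells lacking Bcl-B protein for full effect; a part of the inactive calls stands beside numbers as strong as those of hits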
MRP reversal cytotoxicity – second read-out of MRP reversal, no call of its own (marks repeat the call); viability, %; H69AR cells, CellTiter-Glo, 72 h; measured here: cytotoxicity without doxorubicin
MRP reversal with doxorubicin – second read-out of MRP reversal, no call of its own (marks repeat the call); viability, %; measured here: viability with 2 uM doxorubicin; active compounds read low
NFkB transloc inh cell count 2 µM – recorded beside NFkB transloc inh, whose call it bears; cell count; measured here: cells passing quality filter;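 raw number of nuclei counted in each imaged well without normalization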
NFkB transloc pot cell count 2 µM – recorded beside NFkB transloc pot, whose call it bears; cell count; measured here: cells passing quality filter
The depositor's hits bear a star; / = not tested or not shown. Some of the compounds tested; the hit share may differ from the screen's.

Second line of a record: PLAP inhibitors HTS	NFkB transloc inh	NFkB transloc inh cell count 2 µM	NFkB transloc pot	NFkB transloc pot cell count 2 µM	MRP reversal	MRP reversal cytotoxicity	MRP reversal with doxorubicin	Bcl-B TR3 displacers
- CCCCSc1nc2c(cc1C#N)CCC2
 : 5%	-18	119	18	119	6	86	80	-1%
- O=c1c2ccccc2nc(SCc2nnc(-c3ccccc3)o2)n1-c1ccc(F)cc1F
 : -45%	20	151	-20	151	3	97	94	-58%
- O=[N+]([O-])c1ccc(-c2nc(-c3cccs3)c(-c3cccs3)[nH]2)cc1
 : 30%	-5	162	5	162	/	/	/	-28%
- CCC(C)NS(=O)(=O)c1ccc(OCC(=O)NCC2CCCO2)cc1 (configuration not stated)
 : 14%	-15	97	15	97	-3	99	102	1%
- O=C(NC1CCCCC1)N(CCN1CCCC1)Cc1cc2cc3c(cc2[nH]c1=O)OCCO3
 : -50%	-21	126	21	126	/	/	/	1%
- Cc1ccc(Cn2cnc3ccccc32)cc1
 : 31%	6	165	-5	165	3	88	86	-20%
- Cc1cc(C)n(-c2nc(C)nc(N)n2)n1
 : 12%	8	161	-8	161	5	98	93	-5%
- COc1ccc(-c2nn(-c3ccccc3)cc2/C=N/N2C(=O)CSC2=S)cc1
 : -58%	-4	117	5	117	-15	60	75	-13%
- CC(=O)c1c(C)nc(-c2ccc3c(c2)OCO3)n1O
 : -5%	10	111	-10	111	6	84	79	-9%
- COCC(=O)Nc1ccc(C(N)=O)cc1
 : 4%	-15	108	15	108	-2	87	89	-10%
- COc1ccc(N(C(=O)Cn2cnc3ccccc32)C(C(=O)NC2CCCCC2)c2ccccc2)cc1 (configuration not stated)
 : -31%	-10	145	10	145	/	/	/	1%
- O=C1CCCC2=C1C(c1cccc(Br)c1)n1nc(-c3ccco3)nc1N2 (configuration not stated)
 : /	0	73	0	73	2	98	97	/
- COCCN1CCN(c2c3c(nc4cc(-c5cccc(F)c5)nn24)CCC3)CC1
 : /	6	95	-6	95	3	69	67	/
- NC(=O)CC(NC(=S)NCc1ccccc1)C(=O)O (configuration not stated)
 : 10%	9	162	-9	162	5	91	86	-2%
- CCOc1ccccc1Oc1coc2cc(OC(=O)c3ccco3)ccc2c1=O
 : 3%	-5	133	5	133	/	/	/	-13%
- COc1ccc(CN2C(=O)[C@@H]3C(c4ccccc4Cl)=NO[C@@H]3C2=O)cc1
 : 2%	-1	132	1	132	-2	95	97	-2%
- O=C(Nc1cccc(-c2cnc3ccccc3n2)c1)c1ccc(Cl)cc1
 : 3%	-9	126	9	126	/	/	/	-3%
- CCCOC(=O)CCCC[C@H]1SC[C@@H](NC(=O)OC)[C@H]1NC(=O)OC
 : /	3	184	-3	184	24	92	68	/
- CCOC(=O)C1=C(CN2CCc3ccccc32)NC(=O)NC1c1cc(C)ccc1C (configuration not stated)
 : /	-4	119	3	119	/	/	/	/
- COC(=O)C(C)Sc1nc2c(c(=O)[nH]c(=O)n2C)n1CCCc1ccccc1 (configuration not stated)
 : -21%	-35	152	35	152	0	82	82	-6%
- COc1cc(-c2nnc(CSc3nnc4nc(C)cc(C)n34)o2)cc(OC)c1OC
 : -33%	-4	195	4	195	-1	87	88	-4%
- Cc1ccccc1Cn1cnc2c(NS(C)(=O)=O)c(C)c(C)cc21
 : -20%	-12	162	12	162	/	/	/	-6%
- COc1ccc(C(=O)N2CCN(c3nnnn3-c3ccccc3)CC2)cc1OC
 : -45%	9	170	-9	170	5	95	90	-9%
- COc1ccc(Nc2cc(C)nc(N3CCOCC3)n2)cc1
 : 4%	-106	209	106*	209*	15	103	88	1%
- COc1cc(S(=O)(=O)NCc2ccccn2)c(OC)cc1Cl
 : /	-9	123	9	123	17	104	87	/
- CCOC(=O)Cc1csc(NC(=O)c2ccc(S(=O)(=O)N3CCCC3)cc2)n1
 : -39%	-11	193	11	193	12	99	87	-6%
- O=C(COC(=O)c1cc(=O)[nH]c2ccccc12)NC(=O)NC1CCCCC1
 : -23%	-10	168	10	168	5	93	89	4%
- CC(=O)c1cc(C#N)c(SCC(=O)C(C)(C)C)nc1C
 : 9%	/	/	/	/	-29	45	75	-16%
- CCCCCCOC(=O)c1ccc(OC(=O)c2cccnc2)cc1
 : -33%	-22	88	22	88	16	102	86	1%
- Cc1ccc(C(=O)Nc2nncs2)cc1S(=O)(=O)N1CCOCC1
 : -12%	-21	178	21	178	15	96	81	2%

Single records, from the list above. Values in the order: PLAP inhibitors HTS, NFkB transloc inh, NFkB transloc inh cell count 2 µM, NFkB transloc pot, NFkB transloc pot cell count 2 µM, MRP reversal, MRP reversal cytotoxicity, MRP reversal with doxorubicin, Bcl-B TR3 displacers
COc1cc(S(=O)(=O)NCc2ccccn2)c(OC)cc1Cl is listed as /, -9, 123, 9, 123, 17, 104, 87, /
COC(=O)C(C)Sc1nc2c(c(=O)[nH]c(=O)n2C)n1CCCc1ccccc1 (configuration not stated) is listed as -21%, -35, 152, 35, 152, 0, 82, 82, -6%

(continued)
Second line of a record: PLAP inhibitors HTS	NFkB transloc inh	NFkB transloc inh cell count 2 µM	NFkB transloc pot	NFkB transloc pot cell count 2 µM	MRP reversal	MRP reversal cytotoxicity	MRP reversal with doxorubicin	Bcl-B TR3 displacers
- Cc1ccc2c(CSc3nnc(C4CC4)n3N)cc(=O)oc2c1C
 : 1%	-16	217	15	217	8	90	82	2%
- Cc1ccc(-n2c(C)cc(C(=O)OCC(=O)N(C)C3CCS(=O)(=O)C3)c2C)cc1 (configuration not stated)
 : -42%	/	/	/	/	/	/	/	-3%
- Cc1ccc(S(=O)(=O)N2CCOCC(=O)NCCOCCNC(=O)COCC2)cc1
 : -8%	/	/	/	/	-16	95	111	6%
- O=C(COc1ccc(S(=O)(=O)N2CCc3ccccc32)cc1Cl)NCc1ccccn1
 : -58%	-9	124	9	124	-8	60	68	-3%
- O=C(NCCN1C(=O)C2C3C=CC(C3)C2C1=O)Nc1ccccc1O (configuration not stated)
 : 5%	-28	191	28	191	4	98	93	-4%
- C=CCn1nnc2sc3c(c2c1=O)CCC(C)C3 (configuration not stated)
 : -30%	48*	107*	-48	107	9	96	86	16%
- O=C(Oc1ccc(Cl)c2cccnc12)N1CCCCC1
 : -51%	/	/	/	/	4	98	94	12%
- Clc1ccc(-c2nnnn2-c2ccc(Cl)c(Cl)c2)cc1Cl
 : 60%	5	184	-5	184	2	74	72	-23%
- CC(C)C(c1nnnn1Cc1ccc(F)cc1)N1CCN(Cc2ccc3c(c2)OCO3)CC1 (configuration not stated)
 : -48%	-7	129	7	129	0	70	70	-13%
- Cc1nc(NCc2ccco2)c2c(C)c(C)sc2n1
 : -74%	-9	60	9	60	-8	34	42	8%
- CCOCCCNc1nc2c(C)cccn2c(=O)c1/C=C1\SC(=S)N(CC(C)C)C1=O
 : -3%	-17	184	17	184	/	/	/	-200%
- CC(=O)N1CCN(c2ccc(NCc3ccc(C)s3)cc2)CC1
 : -56%	/	/	/	/	14	98	84	3%
- COc1ccc(-n2nnc3c(=O)n(C/C=C/c4ccccc4)cnc32)cc1
 : -20%	6	72	-6	72	13	93	80	3%
- COc1ccc(CNC(=O)C(OC(C)=O)c2ccccn2)cc1 (configuration not stated)
 : -3%	4	176	-4	176	/	/	/	4%
- O=C(CCN1CCCCC1)Nc1ccc(Br)cc1
 : /	-8	124	8	124	6	90	85	/
- Cc1nnc(C)c2c(C)n(Cc3ccc4c(c3)OCO4)c(C)c12
 : 17%	-1	126	1	126	3	75	72	0%
- CCN1CCN(C(=O)Cn2ncc3c2-c2ccccc2OC3)CC1
 : -2%	-1	53	1	53	5	93	88	-4%
- Cc1cc(C(C)(C)C)oc1C(=O)NCCCNC(=O)c1oc(C(C)(C)C)cc1C
 : /	-15	138	15	138	-7	82	88	/
- CC(Sc1nnc2c(n1)C1(C)CCC2C1(C)C)C(=O)Nc1ccccc1 (configuration not stated)
 : -20%	-6	130	6	130	/	/	/	2%
- CCCCn1c(SCC(=O)N2CCCC2)nnc1-c1ccccc1
 : 2%	-28	166	28	166	/	/	/	1%
- CCOC(=O)c1ccccc1NC(=O)CN(c1ccccc1C)S(C)(=O)=O
 : -60%	6	172	-6	172	-10	64	74	-8%
- CC(NC(=O)C12CC3CC(CC(C3)C1)C2)c1ccc2c(c1)OCCO2 (configuration not stated)
 : 10%	-3	100	3	100	18	101	83	5%
- CN1CCN(C2=CC(=O)OC23CCCCC3)CC1
 : /	-7	109	7	109	-8	88	96	/
- O=C(NNS(=O)(=O)c1ccccc1[N+](=O)[O-])c1ccc(O)cc1
 : -3%	-8	198	8	198	-10	81	91	13%
- COc1ccccc1S(=O)(=O)Nc1ccc(-c2nnc3n2CCCCC3)cc1
 : -22%	3	171	-3	171	22	101	79	9%
- COc1ccc(-n2c(=O)cc(N3CCN(Cc4ccccc4)CC3)[nH]c2=O)cc1
 : /	1	48	-1	48	14	93	79	/
- COc1ccc(Cl)cc1NC(=O)CC(C)c1ccccc1 (configuration not stated)
 : 32%	97*	31*	-97	31	5	87	82	0%
- Cc1ccc(C)c(NC(=S)NCc2ccc3c(c2)OCO3)c1
 : 4%	4	130	-4	130	/	/	/	15%

Gathered by group, the compounds so far containing a cyano group
Second line of a record: PLAP inhibitors HTS	NFkB transloc inh	NFkB transloc inh cell count 2 µM	NFkB transloc pot	NFkB transloc pot cell count 2 µM	MRP reversal	MRP reversal cytotoxicity	MRP reversal with doxorubicin	Bcl-B TR3 displacers
- CCCCSc1nc2c(cc1C#N)CCC2
 : 5%	-18	119	18	119	6	86	80	-1%
- CC(=O)c1cc(C#N)c(SCC(=O)C(C)(C)C)nc1C
 : 9%	/	/	/	/	-29	45	75	-16%

Six records picked at random from those above:
Second line of a record: PLAP inhibitors HTS	NFkB transloc inh	NFkB transloc inh cell count 2 µM	NFkB transloc pot	NFkB transloc pot cell count 2 µM	MRP reversal	MRP reversal cytotoxicity	MRP reversal with doxorubicin	Bcl-B TR3 displacers
- CC(Sc1nnc2c(n1)C1(C)CCC2C1(C)C)C(=O)Nc1ccccc1 (configuration not stated)
 : -20%	-6	130	6	130	/	/	/	2%
- O=C(NNS(=O)(=O)c1ccccc1[N+](=O)[O-])c1ccc(O)cc1
 : -3%	-8	198	8	198	-10	81	91	13%
- COc1ccc(-n2nnc3c(=O)n(C/C=C/c4ccccc4)cnc32)cc1
 : -20%	6	72	-6	72	13	93	80	3%
- CCN1CCN(C(=O)Cn2ncc3c2-c2ccccc2OC3)CC1
 : -2%	-1	53	1	53	5	93	88	-4%
- CCCCSc1nc2c(cc1C#N)CCC2
 : 5%	-18	119	18	119	6	86	80	-1%
- O=C(CCN1CCCCC1)Nc1ccc(Br)cc1
 : /	-8	124	8	124	6	90	85	/
